KB-3-1 tox = qHTS assay for MDR1-selective chemotherapeutics: Primary screen using the parental adenocarcinoma cell KB-3-1; 400,000 compounds, 1.4% hits; Potency, µM (titrated, usually from 46.1 µM), without a hit: top-dose activity change, negative = cytotoxic, actives largely listed as cytotoxic; KB-3-1 viability, CellTiter-Glo ATP luminescence, 72 h; also: % is scaled to controls: 0 for no effect and ±100 for the full control effect; nearly all actives have a fitted effect of over 60% in size
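72 h, 37 °C compound treatment of KB-3-1 parental cells; CellTiter-Glo added, 10 min, luminescence read. Data corrected against DMSO-only plates and normalized before curve fitting.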
SW480 rerep = A quantitative high throughput screen for small molecules that induce DNA re-replication in SW480 colon adenocarcinoma cells | SW480 DNA re-replication, Hoechst DNA content imaging, 48 h | Potency, µM (doses to about 46.1 µM), without a hit: at the highest dose re-replication activation, hits mostly activators | 340,000 compounds, 1.8% hits; also: % of control where 0% means no effect; nearly all actives have a fitted effect of over 55% in size
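Readout is total intensity of Hoechst-stained nuclei, excited at 405 nm and collected at 500-530 nm. Compound treatment lasted 48 hr at 37 C in 5% CO2 before staining.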
KB-V1 MDR tox = qHTS assay for MDR1-selective chemotherapeutics: Primary screen using the drug-selected MDR subline cells KB-V1 | KB-V1 MDR cells viability, CellTiter-Glo, 72 h | Potency, µM (doses to about 46.1 µM), for the others: at the highest dose activity change, negative = cytotoxicity, most hits filed as cytotoxic | 400,000 compounds, 3.4% hits | AID 1347076, 2019; also: % is scaled to controls: 0 for no effect and ±100 for the full control effect; nearly all actives have a fitted effect of over 60% in size
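Compound-treated KB-V1 multidrug-resistant cells, 72 h, 37 degrees C; viability by CellTiter-Glo. Fitted qHTS curves give the values.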
HEK293 tox = qHTS of GLP-1 Receptor Inverse Agonists: Cytotox Screen | HEK293 cAMP-luciferase reporter cells, luminescence, 24 h | Potency, µM (series often up to 38.3 µM), for inactives: at the highest dose activity change, negative = inhibition, usual class: inhibitors | 410,000 compounds, 0.13% hits;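 also: loss of luciferase light is scored as toxicity; % is scaled to controls: 0 for no effect and ±100 for the full control effect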
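Here, cytotoxicity is scored as loss of luminescence. The MLSMR collection was tested on cells seeded in medium containing 10% Nu serum, with a 24 hr compound exposure preceded by 12 hours of culture.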
HT1080NT lethal = qHTS for induction of synthetic lethality in tumor cells producing 2HG: qHTS for the HT-1080-NT fibrosarcoma cell line; HT-1080-NT fibrosarcoma viability, CellTiter-Glo ATP luminescence, 48 h; Potency, µM (highest dose often 46.1 µM), for the others: top-dose activity, negative = less viability, hits mostly cytotoxic; 360,000 compounds, 1.6% hits; AID 686970, 2013;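 also: NT is the 2HG producing partner of a matched IDH1 knockdown line; 0% = DMSO-treated cells and -100% = media-only wells without cells; nearly all actives have a fitted effect of over 55% in size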
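Fibrosarcoma NT cells, 750 per well in 5% FBS RPMI, were exposed to compound for 48 hours. Viability: CellTiter-Glo luminescence.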
TDP43 rescue = qHTS of TDP-43 Inhibitors. 410,000 compounds, 1.8% hits. TDP-43 expressing yeast growth rescue, BacTiter-Glo, 24 h. Potency, µM (doses to about 46.1 µM), inactives show top-dose growth rescue (activation), hits mostly activators; also: % of control where 0% means no effect; nearly all actives have a fitted effect of over 50% in size
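Growth rescue of TDP-43-toxic yeast measured as ATP luminescence (BacTiter-Glo). Cells grown to mid-log in raffinose, induced in galactose at OD600=0.02, exposed to compound 24 hr at 30 deg C.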
GLP-1R inv ag = qHTS of GLP-1 Receptor Inverse Agonists (Inhibition Mode); 410,000 compounds, 1.6% hits; Potency, µM (doses to about 38.3 µM), inactives show at the top dose activity change, negative = inhibition, most hits filed as inhibitors; HEK293 GLP-1R CRE-luciferase, luminescence, 24 h; GLP-1R form is constitutively active; also: % is scaled to controls: 0 for no effect and ±100 for the full control effect; nearly all actives have a fitted effect of over 55% in size
Target sequence (P43220 whole entry, looked up): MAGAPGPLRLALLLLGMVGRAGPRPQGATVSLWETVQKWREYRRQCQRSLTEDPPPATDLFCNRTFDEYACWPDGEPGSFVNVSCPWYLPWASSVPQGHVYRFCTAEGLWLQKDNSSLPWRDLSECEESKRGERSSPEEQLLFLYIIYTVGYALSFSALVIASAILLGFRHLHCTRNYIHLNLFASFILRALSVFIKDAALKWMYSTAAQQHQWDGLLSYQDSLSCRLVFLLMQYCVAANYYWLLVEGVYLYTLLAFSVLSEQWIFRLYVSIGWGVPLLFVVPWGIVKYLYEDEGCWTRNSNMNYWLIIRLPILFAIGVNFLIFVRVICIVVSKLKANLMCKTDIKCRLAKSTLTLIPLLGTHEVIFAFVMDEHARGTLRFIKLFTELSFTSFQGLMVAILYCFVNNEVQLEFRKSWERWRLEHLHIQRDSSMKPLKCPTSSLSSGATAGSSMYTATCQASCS
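Luminescence readout: a drop in cAMP-driven luciferase signal flags inverse agonism at a constitutively active GLP-1R stably expressed in HEK293. Compound exposure lasted 24 hr at 37 deg C, 5% CO2.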
HT1080 IDH1KD tx = qHTS for induction of synthetic lethality in tumor cells producing 2HG: qHTS for the HT-1080-IDH1KD cell line; HT-1080 IDH1 knockdown viability, ATP luminescence, 48 h; Potency, µM (highest dose often 46.1 µM), without a hit: at the top dose activity, negative = toxicity, hits mostly cytotoxic; 360,000 compounds, 2% hits; AID 686971, 2013;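 also: 0% = DMSO wells and -100% = cell-free medium wells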
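% activity derives from luminescence (CellTiter-Glo), normalised to DMSO and no-cell wells. HT-1080-IDH1KD cells, 750/well, had 48 h compound exposure at 37 °C.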
GLP1R ag = qHTS of GLP-1 Receptor Agonists; Potency, µM (series often up to 45.6 µM), inactives show at the top dose activation, most hits filed as activators; Glucagon-like peptide 1 receptor (Homo sapiens), P43220; 380,000 compounds, 0.007% hits; AID 624172, 2012; HEK293 GLP-1R CRE-luciferase, luminescence, 4-6 h; cells express a hypersensitive GLP-1R form; also: % of control where 0% means no effect
The depositor's hits bear a star; ? = inconclusive; / = no result given; [ ] = remark or other dose. Calls follow the shape of the dose curve; as a rule, active = well fitted curve in the direction sought with a large enough effect; inconclusive = small, poorly fitted or top-dose-only effect, or another doubt; inactive = no such curve, though single readings can be large; an effect the other way counts as inactive or inconclusive. Potency is read from the fitted curve at half-maximal effect.

canonical_smiles	HT1080 IDH1KD tx	HT1080NT lethal	GLP1R ag	TDP43 rescue	HEK293 tox	KB-V1 MDR tox	SW480 rerep	GLP-1R inv ag	KB-3-1 tox
O=C(Nc1nncs1)c1c(F)c(F)c(F)c(F)c1F	1%	-2%	-13%	12%	-8%	14%	-5%	-1%	0%
O=C(Nc1ccccc1F)c1ccc(-c2cccc([N+](=O)[O-])c2)o1	-4%	3%	13%	10%	-2%	13%	13%	34%[activator]	0%
Cc1ccc(S(=O)(=O)N2CCN(C(=O)c3n[nH]c(=O)c4ccccc34)CC2)c(C)c1	-2%	0%	-3%	-12%	1%	-15%	-2%	-2%	-2%
COc1ccc(/C=C2/CSC/C(=C/c3ccc(OC)c(OC)c3)C2=O)cc1OC	5.8µM*	5.8µM*	9%	10%	-35%	1.5µM*	2.9µM*	5µM*	4.6µM*
O=C(NCCN1CCN(C(=O)c2cccc(OC(F)F)c2)CC1)c1cccc(OC(F)F)c1	-5%	0%	-2%	-6%	23%	/	-3%	-18%	/
CCOC(=O)C1CCN(C(=O)CCS(=O)(=O)c2ccc3c(c2)n(C)c(=O)c(=O)n3C)CC1	4%	2%	-2%	10%	-7%	23%	-6%	4%	1%
Nc1nc(-c2ccccc2)cc(N2CCCCC2)n1	?	?	14%	-1%	?	?	?	?	-16%
O=C(C1CC1)N1CCc2cc(Br)cc(S(=O)(=O)Nc3ccc(C(F)(F)F)cc3)c21	/	/	-12%	19%	-25%	4%	/	?	-5%
CC1(C)CC(=O)C2=C(C1)NC1=C(C(=O)c3ccccc31)C2c1ccc(Cl)cc1 (centres undefined)	18µM*	-14%	-10%	4%	?	15µM*	3%	?	?
CCc1ccc(NC(=O)C(=O)NCC(O)c2ccccc2)cc1 (centres undefined)	-8%	-5%	-17%	-17%	19%	5%	-3%	0%	-2%
COc1ccc2[nH]c3c(c2c1)CCN1C(=O)C(CC(=O)NCC24CC5CC(CC(C5)C2)C4)C[C@H](C(=O)N2CCCCC2)[C@@]31C (some centres undefined)	9%	2%	0%	?	-6%	?	1%	12%	?
CCN(CC(=O)Nc1c(C(=O)OC)[nH]c2ccc(C)cc12)c1ccc2c(c1)OCO2	0%	1%	5%	0%	-1%	7.3µM*	13%	-29%	-15%
COC(=O)NC(=S)N1CCOCC1	15%	?	-1%	13%	15%	?	-10%	33%[activator]	7%
S=c1[nH]ccn1-c1ccc(Cl)cc1	14%	10%	-7%	9%	-5%	0%	-12%	-8%	6%
CC(=O)N1N=C(c2cccc([N+](=O)[O-])c2)OC1c1cccc(Br)c1 (centres undefined)	16%	0%	8%	19%	4%	?	-1%	49%[activator]	-18%
CC(C)c1ccccc1NC(=O)Nc1nnc([C@H]2C[C@H](O)[C@@H](CO)O2)s1	18%	5%	3%	6%	4%	-1%	/	4%	0.0012µM*
O=C(CCN1C(=O)c2cccc3cccc(c23)C1=O)NCC1CCCO1 (centres undefined)	2%	15%	4%	-5%	-2%	-13%	-14%	45%[activator]	19%
CCOc1ccc(NS(=O)(=O)c2ccc3[nH]cc(C(=O)N(C)C4CCCCC4)c(=O)c3c2)cc1	/	/	/	0%	-9%	?	/	11%	1%
Cc1ccc2c(c1)-c1c(cnc3cc(-c4ccccc4)nn13)CO2	/	/	0%	8%	1%	24%	/	-9%	2%
CCCCN(CC)C(=O)c1c[nH]c2ccc(S(=O)(=O)N(C)c3ccc(Cl)cc3)cc2c1=O	/	/	/	19%	-5%	14%	/	3%	-17%
O=C(Cc1ccccc1)Nc1ccc(N2CCOCC2)cc1N1CCOCC1	7%	4%	-5%	0%	-6%	10%	-5%	9%	3%
O=C1c2ccccc2C(=O)N1C(CO)C(O)c1ccc([N+](=O)[O-])cc1 (centres undefined)	1%	14%	1%	3%	2%	?	-13%	6%	5%
CCOC(=O)c1c(NCC2CCCO2)c2ccccc2[nH]c1=O (centres undefined)	18%	6%	6%	-1%	-6%	-3%	-16%	-2%	6%
CC(=O)O[C@H]1CC[C@@]2(C)C(CCC3C2CC[C@]2(C)OC(=O)CCC32)C1 (some centres undefined)	6%	-3%	-2%	35µM*	1%	8%	-3%	50%[activator]	4%
CC(O)(c1ccccc1)c1nc(/C=C/c2ccccc2)cs1 (centres undefined)	?	?	1%	35µM*	-15%	2%	/	?	0%
Nn1c(SCc2cccc(F)c2)nnc1-c1ccncc1	-5%	-5%	0%	0%	15%	-9%	-17%	12%	0%
CC(C)(C)C(=O)Nc1nc2cc3c(cc2s1)OCO3	-25%	?	-4%	-5%	0%	-28%	3.3µM*	?	0%
CCOC(=O)C1=NN(c2ccccc2)C(=O)C1	5%	?	-7%	22%	-1%	3%	-31%[inhibitor]	-5%	12%
COc1ccc(OC)c(S(=O)(=O)NC(C)CCc2ccccc2)c1 (centres undefined)	1%	3%	8%	?	-14%	-1%	?	-26%	-2%
Nc1nc(N)nc(-c2ccc([N+](=O)[O-])o2)n1	-15%	-6%	5%	-3%	-10%	-9%	?	29%	-1%

3 entries picked at random from the list so far, as already listed:
canonical_smiles	HT1080 IDH1KD tx	HT1080NT lethal	GLP1R ag	TDP43 rescue	HEK293 tox	KB-V1 MDR tox	SW480 rerep	GLP-1R inv ag	KB-3-1 tox
Cc1ccc2c(c1)-c1c(cnc3cc(-c4ccccc4)nn13)CO2	/	/	0%	8%	1%	24%	/	-9%	2%
CC(O)(c1ccccc1)c1nc(/C=C/c2ccccc2)cs1 (centres undefined)	?	?	1%	35µM*	-15%	2%	/	?	0%
CC(C)(C)C(=O)Nc1nc2cc3c(cc2s1)OCO3	-25%	?	-4%	-5%	0%	-28%	3.3µM*	?	0%

(continued)
canonical_smiles	HT1080 IDH1KD tx	HT1080NT lethal	GLP1R ag	TDP43 rescue	HEK293 tox	KB-V1 MDR tox	SW480 rerep	GLP-1R inv ag	KB-3-1 tox
CC(NC(=O)C(Cc1ccccc1)=NO)c1ccccc1 (centres undefined)	0%	0%	-1%	?	-3%	5%	-3%	?	8%
O=C(Nc1cccc(-c2ccc3nncn3n2)c1)c1ccco1	5%	-2%	17%	9%	0%	4%	-6%	69%[activator]	14%
CCOc1ccc(C(NC(=O)CC)c2c(O)ccc3ccccc23)cc1 (centres undefined)	?	?	-1%	-1%	?	-19%	9.2µM*	?	?
O=C(COc1ccc([N+](=O)[O-])cc1)N(Cc1ccccc1)Cc1ccccc1	-22%	-21%	29%	-24%	2%	18µM*	-1%	?	-9%
CCOC(=O)c1c(C)[nH]c(C)c1C(=O)CSc1nc2ccccc2c(=O)n1-c1ccc(C)cc1	3%	6%	0%	17%	-17%	9%	-7%	1%	5%
O=C(NCCc1ccc(F)cc1)C(=O)Nc1cc2c3c(c1)CC(=O)N3CCC2	-9%	-5%	1%	-10%	-11%	-6%	6%	17%	-5%
O=C(/C(=C(\[O-])c1ccccc1)[n+]1ccc2ccccc2c1)c1ccc(Cl)cc1	5%	-7%	3%	-6%	18%	-8%	-5%	7%	1%
C/C=C/c1ccc(OCCCCNCc2ccco2)c(OC)c1	?	-30%	10%	-14%	8%	7%	?	?	?
CC(C)NC(=O)c1onc(CSc2ccc(F)c(F)c2)c1C(=O)O	-6%	-14%	9%	-6%	?	-8%	-97%[inhibitor]	-29%	-5%
Cc1cccc(C)c1NC(=S)N(Cc1cccnc1)Cc1ccccc1Cl	-1%	-2%	6%	-10%	-8%	1%	-10%	?	7%
CCOC(=O)c1cc[n+](CC(=O)c2ccc(F)cc2)cc1	16%	19%	0%	18%	-4%	?	-3%	1%	4%
CN(CC(=O)Nc1ccc(F)cc1)C(=O)C1CCN(C(=O)Nc2ccccc2)CC1	14%	2%	-7%	13%	-4%	19%	-3%	-9%	-2%
O=c1oc2ccccc2cc1-c1cn2cc(Cc3cc(Cl)ccc3Cl)sc2n1	/	/	-1%	14%	23%	?	/	-11%	14%
O=C(c1[nH]c(C(F)(F)F)nc1-c1ccccc1)N1CCN(c2ccncc2)CC1	23%	18%	6%	25%	-3%	10%	/	19%	0%
COC(=O)C1(C)NC(c2ccc(Cl)cc2)C2C(=O)N(c3ccccc3)C(=O)C21 (centres undefined)	-1%	-4%	-4%	-6%	-11%	9%	?	-6%	0%
Cc1ccc(/C=N/Nc2nnc(Cl)c3ccccc23)cc1	-28%	-29%	?	-23%[0.397 µM]	-11%	-23%	6%	-16%	1%
C=CCOC(=O)C1=C(C)Nc2[nH]c(=O)[nH]c(=O)c2C1c1ccccc1 (centres undefined)	2%	4%	-3%	15%	-2%	-1%	-3%	-16%	-8%
CCOC(=O)[C@H]1[C@H]2COc3ccc(OC)cc3[C@@H]2N2C(=O)c3cc(OC)c(OC)cc3NC(=O)[C@@]12C	-17%	3%	11%	-39%[inhibitor]	5%	5%	-1%	22%	-38%
Cc1cccn2c(=O)c3cc(C(=O)N4CCN(C(=O)c5ccco5)CC4)n(C)c3nc12	-6%	11%	0%	-1%	36%	5%	0%	48%[activator]	-1%
CC(C)NC(=O)Nc1cccc2c1O[C@H](CN(C)S(=O)(=O)c1ccc(F)cc1)[C@@H](C)CN([C@H](C)CO)C2=O	2%	1%	-1%	-4%	-5%	-5%	12%	-6%	4%
CCc1c(-c2ccccc2)ncn1Cc1cccc(-c2ccccc2)c1	?	?	/	13%	-10%	?	/	?	?
CN(CCOc1ccccc1)C(=O)c1ccc(F)c(S(=O)(=O)N2CCOCC2)c1	12%	7%	6%	31%	-12%	-7%	?	-34%	-1%
CN1C(=O)C2(c3ccccc31)N(c1ccc(Br)cc1)C(=O)CS2(=O)=O (centres undefined)	/	/	-2%	25%	3%	0%	/	-2%	11%

Bioassay records as filed in PubChem.

Rows are unselected. Share with any hit: about 9.4%.
